Source: PubChem BioAssay (several laboratories)
Neddylation inh: blocks human cullin neddylation | P61081+Q13564 | TR-FRET cullin neddylation, biochemical | calls only at 25 µM | 360,000 tested, 0.58% active | AID 651699; in the data active = inhibition above about 36%
Rin1-Abl PPI inh: human Rin1-Abl interaction inhibition. TR-FRET Rin1/Abl binding, biochemical. AID 588664. P00519+Q13671. 360,000 tested, 0.4% active. inhibition, % at 7.35 µM; in the data active = inhibition above about 5%, passing the limit was not always enough
Rpn11 inh: blocks the human proteasome subunit Rpn11; human 26S proteasome, Ub4-pepOG fluorescence polarization; 20S core pre-blocked with epoxomicin; calls only at 20 µM; 360,000 tested, 0.59% active; AID 588493;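 active = inhibition at 20 µM, scaled to each plate's controls, above about 33%, limit read from the data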
Target sequence (O00487 whole entry, looked up): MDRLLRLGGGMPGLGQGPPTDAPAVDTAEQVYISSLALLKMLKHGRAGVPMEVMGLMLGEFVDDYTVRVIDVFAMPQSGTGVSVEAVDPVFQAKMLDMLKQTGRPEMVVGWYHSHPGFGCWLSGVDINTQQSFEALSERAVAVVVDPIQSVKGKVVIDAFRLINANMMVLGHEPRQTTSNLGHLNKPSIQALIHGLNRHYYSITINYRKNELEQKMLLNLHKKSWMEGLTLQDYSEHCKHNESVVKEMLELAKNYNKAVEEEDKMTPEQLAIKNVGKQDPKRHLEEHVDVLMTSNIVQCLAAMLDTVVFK
MT1-MMP act inh: inhibitors of human MT1-MMP activation; P50281; HT1080 RFP-PRO-GFP cells, GFP/RFP ratio fluorescence, overnight; percent of plate control window, DMSO zero; GFP/RFP ratio change, % at 20 µM; 360,000 tested, 0.061% active;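 active = GFP/RFP ratio change of at least 30% with cell ATP level not reduced by more than half and red fluorescence within 50% of control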; note: strong numbers were not always called active
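Test system: HT1080 RFP-PRO-GFP cells; Benchmarks: DMSO and RFP-L50D-GFP cell wells; Timing: cells overnight before dosing, compound overnight, 37 °C, 5% CO2; Compound: one 20 µM compound dose with 1% DMSO; Read-out: GFP/RFP fluorescence ratio.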
PABP1 MLLE inh: inhibitors of microRNA-mediated deadenylation, human PABP1 MLLE binding | P11940 | GST-MLLE / FITC-PAM2 fluorescence polarization | inhibition, % at 20 µM | 360,000 tested, 0.36% active | AID 588489; in the data active = inhibition above about 35%, passing the limit was not always enough;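 note: plate controls were DMSO wells with GST-MLLE for no effect and wells lacking GST-MLLE protein for full effect; some results filed as inactive read as strong as hits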
SKN-1 block: C. elegans SKN-1 inhibition. C. elegans VP596 Pgst-4::GFP/RFP ratio, acrylamide-induced, 24 h. inhibition, % at 21.8 µM. 360,000 tested, 0.49% active. AID 624304;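 active = interference check ratio from 0.5 to 1.5 plus GFP to RFP signal ratio inhibition reaching or exceeding a fixed threshold, cut at about 30% in these data, passing the limit was not always enough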; note: some compounds called inactive have numbers as strong as hits
FAS TE block: FAS thioesterase (human) inhibition | P49327 | recombinant FAS-TE, OMFH fluorogenic substrate, fluorescence endpoint | inhibition, % at 15 µM | 360,000 tested, 0.67% active | AID 602261;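 active = compounds whose normalised, plate-corrected inhibition of enzyme fluorescence in the single-dose primary screen is 50% or more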;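 note: 0% = DMSO with enzyme and 100% = substrate without enzyme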
NadD inh: inhibitors of Staphylococcus aureus NadD. purified NadD enzyme, colorimetric absorbance read-out. inhibition, % at 20 µM. 360,000 tested, 0.78% active; in the data active = inhibition above about 26%; note: some compounds past the cut are filed as inactive
CSN deneddyl inh: CSN deneddylation inhibition; Q92905; Purified CSN, SCF-Nedd8-OG deneddylation, fluorescence polarization; inhibition, % at 12.5 µM; 360,000 tested, 0.38% active; AID 651999;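 active = pattern-corrected inhibition above about 35%, with an unprinted fluorescence ratio check between 0.5 and 1.5, limit read from the data, passing the limit was not always enough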;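 note: 0% = enzyme with substrate and 100% = substrate without enzyme; some results filed as inactive read as strong as hits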
Target sequence (Q92905 whole entry, looked up, one chain of several): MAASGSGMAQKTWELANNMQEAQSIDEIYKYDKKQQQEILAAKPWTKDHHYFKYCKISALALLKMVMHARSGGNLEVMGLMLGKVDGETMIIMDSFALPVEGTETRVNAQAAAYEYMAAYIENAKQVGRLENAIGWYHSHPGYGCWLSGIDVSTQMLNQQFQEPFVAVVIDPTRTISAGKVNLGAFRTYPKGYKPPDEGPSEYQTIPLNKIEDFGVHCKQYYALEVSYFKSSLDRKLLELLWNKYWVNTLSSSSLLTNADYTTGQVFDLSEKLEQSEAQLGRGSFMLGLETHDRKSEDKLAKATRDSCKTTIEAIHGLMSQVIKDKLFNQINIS
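Material: purified human Csn5 enzyme expressed in HEK293T cells / Medium: Tris buffer pH 7.5, NaCl, DTT, Tween-20, trehalose, ovalbumin / Compound dosing: 12.5 µM single point / Schedule: 90 min incubation of compound, enzyme and substrate at room temperature / Signal: fluorescence polarization of the substrate / Control set: no-enzyme wells high, enzyme-with-substrate wells low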
Active calls of the source: *. Hits appear at their usual frequency (roughly 3.9% active in at least one column).

What do the screens show for `CCCCNC(=O)Cn1c(-c2ccc(OC)cc2)noc1=O`?
Neddylation inh: inactive; Rin1-Abl PPI inh: 1; Rpn11 inh: inactive; MT1-MMP act inh: 2; PABP1 MLLE inh: 4; SKN-1 block: -3; FAS TE block: -8; NadD inh: 2; CSN deneddyl inh: -2

How did O=C(NCc1ccc(F)cc1)N1CCN(C(=O)c2ccccc2)CC1 do in these assays?
Neddylation inh: inactive; Rin1-Abl PPI inh: 2; Rpn11 inh: inactive; MT1-MMP act inh: -1; PABP1 MLLE inh: 3; SKN-1 block: 3; FAS TE block: -10; NadD inh: -5; CSN deneddyl inh: -3

Results for CN(C)c1ccc(/C=N\Nc2nc(-c3ccccc3)cc(=O)[nH]2)cc1 ?
Neddylation inh: inactive; Rin1-Abl PPI inh: -1; Rpn11 inh: inactive; MT1-MMP act inh: 8; PABP1 MLLE inh: 2; SKN-1 block: -5; FAS TE block: -9; NadD inh: 14; CSN deneddyl inh: 2

Results for C1CC2CN(c3nc4nonc4nc3N3CCSCC3)CCN2C1 (stereo not drawn) ?
Neddylation inh: inactive; Rin1-Abl PPI inh: 5; Rpn11 inh: inactive; MT1-MMP act inh: -23; PABP1 MLLE inh: 52*; SKN-1 block: 7; FAS TE block: -1; NadD inh: 1; CSN deneddyl inh: -1

What do the screens show for `CC(C)NC(=O)c1ccc(NC(=O)CC2SC(N3CCCCC3)=NC2=O)cc1` (stereo not drawn)?
Neddylation inh: inactive; Rin1-Abl PPI inh: 2; Rpn11 inh: inactive; MT1-MMP act inh: 2; PABP1 MLLE inh: 1; SKN-1 block: 2; FAS TE block: -8; NadD inh: 7; CSN deneddyl inh: -1

What do the screens show for `CCCCN(C(=O)c1ccc(Cl)cc1)C1CC2CCC(C1)N2C` (stereo not drawn)?
Neddylation inh: inactive; Rin1-Abl PPI inh: 3; Rpn11 inh: inactive; MT1-MMP act inh: -4; PABP1 MLLE inh: 2; SKN-1 block: 1; FAS TE block: -10; NadD inh: -1; CSN deneddyl inh: -2

What do the screens show for `COCCCNC(=S)Nc1cccc(SC)c1`?
Neddylation inh: inactive; Rin1-Abl PPI inh: 2; Rpn11 inh: inactive; MT1-MMP act inh: 1; PABP1 MLLE inh: 4; SKN-1 block: -7; FAS TE block: -1; NadD inh: -1; CSN deneddyl inh: 1

What do the screens show for `COc1ccc(CCNC(=O)CSc2ccccn2)cc1OC`?
Neddylation inh: inactive; Rin1-Abl PPI inh: 3; Rpn11 inh: inactive; MT1-MMP act inh: -3; PABP1 MLLE inh: 0; SKN-1 block: 4; FAS TE block: -2; NadD inh: -1; CSN deneddyl inh: -5

How did COc1ccc(CCc2cc(OC)cc(=O)o2)cc1 do in these assays?
Neddylation inh: inactive; Rin1-Abl PPI inh: 0; Rpn11 inh: inactive; MT1-MMP act inh: 0; PABP1 MLLE inh: 6; SKN-1 block: -1; FAS TE block: -1; NadD inh: -3; CSN deneddyl inh: 1

What do the screens show for `Cn1nc(C(F)(F)F)c(-c2ccccc2)c1NC(=O)c1nccnc1C(=O)O`?
Neddylation inh: inactive; Rin1-Abl PPI inh: 4; Rpn11 inh: inactive; MT1-MMP act inh: 1; PABP1 MLLE inh: 6; SKN-1 block: -14; FAS TE block: 1; NadD inh: 3; CSN deneddyl inh: 0

The closing three entries of the part above open the next one.
What do the screens show for `COc1ccc(CCNC(=O)CSc2ccccn2)cc1OC`?
Neddylation inh: inactive; Rin1-Abl PPI inh: 3; Rpn11 inh: inactive; MT1-MMP act inh: -3; PABP1 MLLE inh: 0; SKN-1 block: 4; FAS TE block: -2; NadD inh: -1; CSN deneddyl inh: -5

How did COc1ccc(CCc2cc(OC)cc(=O)o2)cc1 do in these assays?
Neddylation inh: inactive; Rin1-Abl PPI inh: 0; Rpn11 inh: inactive; MT1-MMP act inh: 0; PABP1 MLLE inh: 6; SKN-1 block: -1; FAS TE block: -1; NadD inh: -3; CSN deneddyl inh: 1

What do the screens show for `Cn1nc(C(F)(F)F)c(-c2ccccc2)c1NC(=O)c1nccnc1C(=O)O`?
Neddylation inh: inactive; Rin1-Abl PPI inh: 4; Rpn11 inh: inactive; MT1-MMP act inh: 1; PABP1 MLLE inh: 6; SKN-1 block: -14; FAS TE block: 1; NadD inh: 3; CSN deneddyl inh: 0

What do the screens show for `Cc1ccc(OCCSc2ncccn2)c(C)c1`?
Neddylation inh: inactive; Rin1-Abl PPI inh: 1; Rpn11 inh: inactive; MT1-MMP act inh: -1; PABP1 MLLE inh: -15; SKN-1 block: -8; FAS TE block: 10; NadD inh: -5; CSN deneddyl inh: -1

Results for COc1ccccc1OCCn1nc2ccccc2c1OC ?
Neddylation inh: inactive; MT1-MMP act inh: 14; SKN-1 block: -5; CSN deneddyl inh: -3

Results for CN(c1cccc(Cl)c1)S(=O)(=O)c1cccc(C(=O)Nc2ccc3c(c2)CCC3)c1 ?
Neddylation inh: inactive; Rin1-Abl PPI inh: 0; Rpn11 inh: inactive; MT1-MMP act inh: -14; PABP1 MLLE inh: 8; SKN-1 block: 13; FAS TE block: 30; NadD inh: -4; CSN deneddyl inh: -11

Results for CC1CCCN(C(=O)COC(=O)CSc2ccc(C(N)=O)cc2[N+](=O)[O-])C1 (stereo not drawn) ?
Neddylation inh: inactive; Rin1-Abl PPI inh: -1; Rpn11 inh: inactive; MT1-MMP act inh: 2; PABP1 MLLE inh: -2; SKN-1 block: -1; FAS TE block: 0; NadD inh: -2; CSN deneddyl inh: 18

Results for CCCCc1c(O)nc(SCC(=O)Nc2ccc3c(c2)CCC3)[nH]c1=O ?
Neddylation inh: inactive; Rin1-Abl PPI inh: 2; Rpn11 inh: inactive; MT1-MMP act inh: -4; PABP1 MLLE inh: 14; SKN-1 block: 19; FAS TE block: -5; NadD inh: 1; CSN deneddyl inh: 1

How did Cc1cccc(-c2noc(CN(C(=O)c3ccc(Br)o3)C(C)C)n2)c1 do in these assays?
Neddylation inh: inactive; Rin1-Abl PPI inh: -1; Rpn11 inh: inactive; MT1-MMP act inh: 16; PABP1 MLLE inh: 0; SKN-1 block: 9; FAS TE block: 18; NadD inh: -7; CSN deneddyl inh: -6

How did COc1cc(CNc2ccc3[nH]c(=O)[nH]c3c2)ccc1OCc1ccc(C)cc1 do in these assays?
Neddylation inh: inactive; Rin1-Abl PPI inh: 0; Rpn11 inh: inactive; MT1-MMP act inh: -3; PABP1 MLLE inh: 0; SKN-1 block: 6; FAS TE block: -2; NadD inh: -4; CSN deneddyl inh: 4

How did CCCc1cc(=O)oc2cc(OCC(=O)NCc3ccccn3)ccc12 do in these assays?
Neddylation inh: inactive; Rin1-Abl PPI inh: -2; Rpn11 inh: inactive; MT1-MMP act inh: -1; PABP1 MLLE inh: 8; SKN-1 block: 24; FAS TE block: -4; NadD inh: 1; CSN deneddyl inh: -1

Results for COC(=O)c1cn(-c2ccccc2)nc1-c1ccc(OC)c(OC)c1 ?
Neddylation inh: inactive; Rin1-Abl PPI inh: 3; Rpn11 inh: inactive; PABP1 MLLE inh: -12; SKN-1 block: -22; FAS TE block: 10; NadD inh: -5; CSN deneddyl inh: 2

How did Cn1c(=O)[nH]c(=O)c2c1nc(Sc1ccccc1)n2CCc1ccccc1 do in these assays?
Neddylation inh: inactive; Rin1-Abl PPI inh: -1; Rpn11 inh: inactive; MT1-MMP act inh: 2; PABP1 MLLE inh: 13; SKN-1 block: -3; FAS TE block: -2; NadD inh: 2; CSN deneddyl inh: 6

How did Cc1cccc(Oc2nc3c(c(=O)n(C)c(=O)n3C)n2C)c1 do in these assays?
Neddylation inh: inactive; Rin1-Abl PPI inh: 0; Rpn11 inh: inactive; MT1-MMP act inh: -2; PABP1 MLLE inh: 3; SKN-1 block: -6; FAS TE block: -2; NadD inh: -9; CSN deneddyl inh: -6

How did Cc1ccc2nc(Nc3nc(CSc4nnnn4-c4ccccc4)cc(=O)[nH]3)nc(C)c2c1 do in these assays?
Neddylation inh: inactive; Rin1-Abl PPI inh: -2; Rpn11 inh: inactive; MT1-MMP act inh: -1; PABP1 MLLE inh: -12; SKN-1 block: 35*; FAS TE block: 14; NadD inh: 5; CSN deneddyl inh: 7

Results for COc1ccc(NC(=O)CSc2nncs2)cc1S(N)(=O)=O ?
Neddylation inh: inactive; Rin1-Abl PPI inh: -1; Rpn11 inh: inactive; MT1-MMP act inh: 1; PABP1 MLLE inh: 2; SKN-1 block: -3; FAS TE block: -5; NadD inh: -1; CSN deneddyl inh: 2

How did NS(=O)(=O)c1ccc(CCNC(=O)CSc2nc3ccccc3c3nc(CCN4CCCCC4)nn23)cc1 do in these assays?
Neddylation inh: inactive; Rin1-Abl PPI inh: 6; Rpn11 inh: inactive; MT1-MMP act inh: -5; PABP1 MLLE inh: -8; SKN-1 block: 5; FAS TE block: -4; NadD inh: 7; CSN deneddyl inh: -8

How did COc1ccc(N=c2oc3c(OC)cccc3cc2C(=O)NCc2ccco2)c(OC)c1 do in these assays?
Neddylation inh: inactive; Rin1-Abl PPI inh: -1; Rpn11 inh: inactive; MT1-MMP act inh: 1; PABP1 MLLE inh: 17; SKN-1 block: 31; FAS TE block: -1; NadD inh: 9; CSN deneddyl inh: 2

Results for Cc1ccccc1C(=O)NCCOc1ccccc1Cl ?
Neddylation inh: inactive; Rin1-Abl PPI inh: 1; Rpn11 inh: inactive; MT1-MMP act inh: 0; PABP1 MLLE inh: 6; SKN-1 block: 6; FAS TE block: -2; NadD inh: -5; CSN deneddyl inh: 7

Results for Cn1cnc(S(=O)(=O)N2CCN(C(c3ccc(F)cc3)c3ccc(F)cc3)CC2)c1 ?
Neddylation inh: inactive; Rin1-Abl PPI inh: 1; Rpn11 inh: inactive; MT1-MMP act inh: -4; PABP1 MLLE inh: -3; SKN-1 block: 4; FAS TE block: 5; NadD inh: -2; CSN deneddyl inh: -3

What do the screens show for `Cc1cc(N2CCN(c3cccc(C(F)(F)F)c3)CC2)n2nc(C)nc2n1`?
Neddylation inh: inactive; Rin1-Abl PPI inh: -1; Rpn11 inh: inactive; MT1-MMP act inh: 2; PABP1 MLLE inh: 0; SKN-1 block: -17; FAS TE block: 0; NadD inh: -2; CSN deneddyl inh: -4

How did COc1ccc(NC(=O)COC(=O)c2ccc(-n3cnnn3)cc2)cc1Cl do in these assays?
Neddylation inh: inactive; Rin1-Abl PPI inh: -1; Rpn11 inh: inactive; MT1-MMP act inh: 16; PABP1 MLLE inh: -50; SKN-1 block: 0; FAS TE block: -3; NadD inh: 6; CSN deneddyl inh: 5

How did CCOc1ccc(CN(C)CC(=O)Nc2cc(C)c(C)cc2[N+](=O)[O-])cc1 do in these assays?
Neddylation inh: inactive; Rin1-Abl PPI inh: -2; Rpn11 inh: inactive; MT1-MMP act inh: -3; PABP1 MLLE inh: 17; SKN-1 block: 3; FAS TE block: 29; NadD inh: 0; CSN deneddyl inh: -8

What do the screens show for `O=C(CN1CCN(S(=O)(=O)c2ccccc2[N+](=O)[O-])CC1)Nc1ccc(N2CCOCC2)cc1`?
Neddylation inh: inactive; Rin1-Abl PPI inh: 2; Rpn11 inh: inactive; MT1-MMP act inh: 5; PABP1 MLLE inh: -6; SKN-1 block: 8; FAS TE block: -2; NadD inh: 0; CSN deneddyl inh: -1
